CHOP UPR activ – activators of apoptotic CHOP UPR arm, primary screen, cell-based, CHO-CHOP luciferase reporter, luminescence, uHTS; UPR activation; percent of tunicamycin response over DMSO baseline; activation, % at 10 µM; hit rate 0.34% among 330,000; AID 449763, 2010;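 active means at 10 µM dose, activation of 40% or more, normalized to positive control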;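 further: 100% = tunicamycin at 10 µg/mL and 0% = DMSO alone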
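Material: CHO-CHOP cells, stable luciferase reporter of PERK-eIF2a-CHOP signalling; quantity: 500 reporter cells seeded per well; buffer or medium: F12 medium containing 10% fetal bovine serum; compound: one dose, 10 µM in 0.5% DMSO; incubation: 6 h compound treatment, 37 °C; measured by: Steady-Glo luciferase luminescence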
Mdm2-MdmX inh – inhibitors of human Mdm2-MdmX association, primary screen, cell-based, luminescence, split luciferase, SaOS-2, uHTS. SaOS-2 split-luciferase Mdm2/MdmX complementation. inhibition, % at 8 µM. Protein Mdm4 (Homo sapiens) + E3 ubiquitin-protein ligase Mdm2 (Homo sapiens), …. hit rate 3% among 330,000;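 active means inhibition of at least 50% at 8 µM in the primary screen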
APJ agonist – agonists of human apelin receptor APJ, primary screen, CHO-K1 cells, PathHunter beta-arrestin, luminescence | 0% DMSO wells, 100% apelin | activation, % at 20 µM | hit rate 0.11% among 330,000;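 active means activation more than six SD over the plate average, tested at 20 µM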;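 further: 0% = DMSO alone and 100% = apelin-13 at 10 nM; some results filed as inactive read as strong as hits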
Target sequence (P35414 whole entry, looked up): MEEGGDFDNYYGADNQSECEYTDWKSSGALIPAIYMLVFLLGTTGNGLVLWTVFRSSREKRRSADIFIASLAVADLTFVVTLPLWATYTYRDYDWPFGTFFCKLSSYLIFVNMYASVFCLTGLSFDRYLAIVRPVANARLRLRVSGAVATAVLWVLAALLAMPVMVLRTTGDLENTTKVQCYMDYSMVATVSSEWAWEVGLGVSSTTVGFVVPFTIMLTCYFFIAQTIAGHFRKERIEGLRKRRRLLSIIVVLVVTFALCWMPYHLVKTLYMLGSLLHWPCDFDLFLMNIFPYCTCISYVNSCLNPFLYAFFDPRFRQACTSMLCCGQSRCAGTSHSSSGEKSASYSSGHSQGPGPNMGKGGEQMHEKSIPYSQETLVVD
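Incubation: overnight seeding, 90 min compound at 25 °C, 1 h detection; test system: PathHunter CHO-K1 APJ (AGTRL-1) beta-arrestin reporter cells; amount: 1000 cells/well; doses: one dose, 20 µM compound, 1% DMSO; measured by: beta-gal luminescence; measure: agonist-driven arrestin binding to APJ; benchmarks: negative DMSO alone, positive Apelin-13 at 10 nM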
tim10-1 inh – growth inhibitors of tim10-1 mutant yeast, primary screen, luminescence, uHTS; S. cerevisiae tim10-1 ts strain growth, BacTiter-Glo, 24 h; inhibition, % at 20 µM; hit rate 2.2% among 330,000; AID 463190, 2010;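 active means inhibition of at least 40%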;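 further: mutant grown at 25 °C; 0% = DMSO wells with yeast and 100% = wells holding no yeast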
UPR XBP1 act – activators of adaptive XBP1 UPR arm, primary screen, cell-based, CHO-XBP1 luciferase reporter, luminescence, uHTS; IRE1-XBP1 UPR activation; percent of tunicamycin response, DMSO as zero; activation, % at 20 µM; hit rate 0.33% among 330,000; AID 463104, 2010;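 active means versus positive control, 20 µM dose yields 30% or more activation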;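 further: 100% = tunicamycin at 10 µg/mL and 0% = DMSO only wells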
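Material: CHO-XBP1 cells stably carrying IRE1-XBP1-driven luciferase reporter | Medium: F12 with 10% serum | Compound dosing: 20 µM single concentration, DMSO 1% | Incubation: Overnight seeding at 37 °C, 6 h compound treatment at 37 °C | Detection: Steady-Glo luminescence read | Read-out basis: % activation of reporter signal versus tunicamycin and DMSO controls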
tim23-1 inh – growth inhibitors of tim23-1 mutant yeast, primary screen, luminescence, uHTS; S. cerevisiae tim23-1 growth, BacTiter-Glo luminescence, 24 h; inhibition, % at 20 µM; hit rate 1.3% among 330,000;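 active means growth inhibition of the mutant yeast at or above 50%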;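 further: temperature-sensitive mutant grown at 25 °C; plate controls were DMSO-treated mutant yeast for no effect and medium wells lacking yeast for full effect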
NLRP3 yeast inh – NALP3 inflammasome inhibitors in reconstituted yeast, primary screen, luminescence, uHTS | inhibition, % at 10 µM | hit rate 0.39% among 330,000 | Yeast reconstituted NLRP3/ASC/caspase-1, beta-gal luminescence, 24 h;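 active means inhibition of 50% or more; inactive means inhibition below 50%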;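 further: plate controls were induced DMSO wells for no effect and uninduced yeast grown without galactose for full effect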
TIM10 inh – growth inhibitors of isogenic TIM10 control yeast, primary screen, counter-screen for tim10-1 yeast inhibitor project, luminescence, uHTS; hit rate 1.4% among 330,000; S. cerevisiae TIM10 strain growth, BacTiter-Glo luminescence, 24 h; AID 463195, 2010; inhibition, % at 10 µM;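 active means inhibition of 40% or more at the single tested concentration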;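 further: wild-type TIM10 isogenic control strain grown at permissive 25 °C; 0% = DMSO yeast wells and 100% = minimal medium wells without yeast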
GRIN3A LBD mod – binders of NR3A ligand-binding domain, primary screen, biophysical, differential scanning fluorimetry, uHTS | Glutamate receptor ionotropic, NMDA 3A (GRIN3A) ligand-binding domain | NR3A LBD differential scanning fluorimetry, Tm shift; 0% = protein alone, 100% = glycine-bound protein | Tm shift relative to glycine control, % at 25 µM | hit rate 2.5% among 340,000;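 active means melting temperature shift of at least 10% of the positive control shift, at one fixed dose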
Starred values were filed as active, the others as inactive; . = not tested or not shown. Random draw from the library. About 8.2% of those tested had a hit in this group.

No.	mol	CHOP UPR activ	Mdm2-MdmX inh	APJ agonist	tim10-1 inh	UPR XBP1 act	tim23-1 inh	NLRP3 yeast inh	TIM10 inh	GRIN3A LBD mod
1	CCNC(=O)C(=O)NCC1OCCCN1S(=O)(=O)c1cccs1 (centres undefined)	-3.5	-11	0	4	-1	11	5	0	-1
2	COc1ccc(C(=O)Nc2c(-c3cccs3)c(=O)c3ccccc3n2C)cc1	0.2	28	-1	8	-1	21	6	20	1
3	O=C(NCCc1ccc(F)cc1)Nc1ccc2c(c1)OCO2	4.3	-33	-1	-4	1	11	14	13	-29
4	Cc1ccc(S(=O)(=O)N2CCOCC2)cc1NC(=O)C1CC(=O)N(c2ccc3c(c2)OCCO3)C1 (centres undefined)	0.8	20	0	2	-3	6	18	-2	-2
5	COc1ccc(NS(=O)(=O)c2ccc(OCC(=O)N3CCOCC3)cc2)cc1	2.0	17	-4	-1	-4	-2	5	-2	-1
6	Cc1ccc(C2=NN(C(=O)CCC(=O)O)C(c3cccs3)C2)cc1 (centres undefined)	1.1	18	-1	11	-2	2	4	-13	-1
7	Nc1nc(N)nc(-c2ccccc2O)n1	-0.2	17	-2	10	1	15	20	16	0
8	COc1ccc(Cc2nnc(-c3ccc(F)cc3)o2)cc1OC	-1.2	21	-5	16	1	18	6	10	1
9	CCc1ccccc1NC(=O)C1CCCN1C(=O)Nc1ccc(C)cc1 (centres undefined)	-2.2	8	-3	-2	-4	14	8	0	0
10	COc1ccccc1OCC(=O)N/N=C1/SCC(=O)N1Cc1ccccc1	-2.1	17	-3	-12	0	14	11	7	-3
11	CCOc1ccc(OCCSc2nc3ccccc3n2CC(=O)O)cc1	0.1	12	1	-6	-5	9	19	9	-3
12	CC(C)N(C(=O)[C@H]1C[C@H](CC(=O)NCCc2ccccn2)C(=O)N2CCc3c([nH]c4cc(-c5ccco5)ccc34)[C@]12C)C(C)C	2.8	19	.	16	1	30	.	-3	0
13	O=C(O)c1cccc(NC(=S)NC(=O)c2ccncc2)c1	-2.1	53*	-3	-14	-4	10	12	-1	1
14	O=c1[nH]c(CN2CCOCC2)nc2cc(Cl)ccc12	-0.7	-2	-1	-7	0	-5	4	-8	1
15	CC(C)c1cc(C(=O)N/N=C/c2ccoc2)cs1	5.6	7	6	-9	1	12	10	1	1
16	Cn1nnnc1SCc1csc(C2C(C#N)=C(N)OC3=C2C(=O)CCC3)c1 (centres undefined)	-1.0	4	-2	9	-1	17	-8	-22	0
17	O=C(CC12CC3CC(CC(C3)C1)C2)NCCN1CCOCC1	-2.1	9	0	13	-1	28	12	6	3
18	Cc1ccc(-c2csc3ncnc(SCC(=O)c4ccc5c(c4)OCCO5)c23)cc1	-1.0	20	0	13	-1	29	12	15	-1
19	Cc1cccc(N(Cc2ccccc2F)S(C)(=O)=O)c1	-0.6	14	-2	-8	-6	7	-13	2	0
20	CCOC(=O)N1CCN(C(=O)c2ccc3c(=O)n(-c4ccc(F)cc4)c(=S)[nH]c3c2)CC1	0.3	-4	-2	6	0	12	2	12	-3
21	Cc1ccc(C(=O)OCC(=O)NCCC2=CCCCC2)cc1N	1.9	-17	0	33	1	6	2	9	0
22	Cc1cccc(C)c1NC(=O)CNC(=O)C1CCCC1	-1.2	23	-4	-11	-4	-6	-3	7	-2
23	Cc1cccc(NC(=S)NC2CC3CCCC(C2)N3CC(C)C)c1 (centres undefined)	-1.8	-17	-7	7	-1	2	5	10	2
24	Cc1ccc(S(=O)(=O)N2CCCCC2)cc1NC(=O)COC(=O)Cc1cccc(C(F)(F)F)c1	-0.8	15	1	2	2	-11	15	0	-2
25	CN(NC(=O)c1c(Cl)cccc1Cl)c1cccc(Cl)n1	-1.4	17	-1	22	-1	20	6	14	0

2 entries from above, with two lines to a compound:
Value order: CHOP UPR activ	Mdm2-MdmX inh	APJ agonist	tim10-1 inh	UPR XBP1 act	tim23-1 inh	NLRP3 yeast inh	TIM10 inh	GRIN3A LBD mod
12) CC(C)N(C(=O)[C@H]1C[C@H](CC(=O)NCCc2ccccn2)C(=O)N2CCc3c([nH]c4cc(-c5ccco5)ccc34)[C@]12C)C(C)C
  2.8	19	.	16	1	30	.	-3	0
13) O=C(O)c1cccc(NC(=S)NC(=O)c2ccncc2)c1
  -2.1	53*	-3	-14	-4	10	12	-1	1

The results go on:
No.	mol	CHOP UPR activ	Mdm2-MdmX inh	APJ agonist	tim10-1 inh	UPR XBP1 act	tim23-1 inh	NLRP3 yeast inh	TIM10 inh	GRIN3A LBD mod
26	COc1cccc(CNC(=O)CC2Sc3ccccc3NC2=O)c1 (centres undefined)	0.8	4	2	9	-4	-1	4	-21	-1
27	CN1CCC(N(C)S(=O)(=O)c2ccc(F)cc2F)CC1	-0.3	7	-3	-7	-5	6	4	-8	-5
28	Cc1noc(COc2ccccc2OCC(O)CNC(C)(C)C)n1 (centres undefined)	-5.4	19	-1	0	0	3	14	-21	-2
29	C[C@H](CO)N1C[C@H](C)[C@@H](CN(C)S(C)(=O)=O)Oc2ccc(NC(=O)CCN3CCOCC3)cc2C1=O	0.1	3	-5	-7	0	-3	13	-11	0
30	N=c1n(CCCOc2ccc(Br)cc2)c2ccccc2n1CC(N)=O	0.0	47	-5	20	-2	12	3	0	-2
31	COC(=O)CSc1nnc(CNC(=O)c2ccc(OC)c(OC)c2)n1C	-0.3	-2	-1	6	-1	-2	0	11	0
32	COc1cccc(Oc2ccc(OC)cc2C(=O)O)c1	-0.7	14	-2	7	3	16	-1	11	1
33	CSC(=O)CC(=O)NC(=O)c1ccccc1	-0.2	18	-5	0	-1	8	9	16	-2
34	O=C(O)CC12CC3CC(C1)CC(n1cncn1)(C3)C2	-0.5	17	-2	-5	-2	6	-9	-7	0
35	CCOC(=O)c1ccc(NS(=O)(=O)c2ccc(-c3coc(C)n3)cc2)cc1	-0.6	25	0	18	-1	21	5	-10	-11
36	Cc1ccc(CONS(=O)(=O)c2cc(C)ccc2C)cc1	-0.1	18	-3	15	0	41	36	1	0
37	O=C(CCCOc1ccc(Cl)cc1)Nc1nncs1	1.8	19	-4	0	1	2	14	0	-1
38	CC1CCCCN1S(=O)(=O)c1ccc2c(c1)CCN2C(=O)CCC(=O)O (centres undefined)	-0.8	-25	1	12	4	4	3	3	3
39	O=C(Nc1cccnc1)/C(N=Nc1ccc(Cl)c(C(F)(F)F)c1)=C(\O)c1ccccc1	13	27	-2	-6	49*	-3	-9	1	-2
40	Cc1c(NP(=O)(Oc2ccccc2F)Oc2ccccc2F)c(=O)n(-c2ccccc2)n1C	-1.8	-21	-5	14	-2	19	11	11	-1
41	C=CCC(=O)N1CCCC(CO)(Cc2ccc(F)cc2F)C1 (centres undefined)	0.1	-11	1	7	0	22	8	-3	0
42	O=C(NCC1CCN(S(=O)(=O)c2ccccc2)CC1)Nc1ccccc1	-1.7	0	3	6	-2	-7	1	11	0
43	O=C1CC(N2CCOCC2)=NN1c1ccc([N+](=O)[O-])cc1	1.1	5	-9	-12	-2	7	13	36	2
44	Cc1ccc(S(=O)(=O)NCC(=O)OCC(=O)NC2CCCCC2)cc1	-1.8	9	0	-9	0	-2	5	1	-1
45	CCOC(=O)C1=C(O)/C(=C\c2cc(C)n(-c3ccc(F)cc3)c2C)N=C1C	1.7	2	-4	-4	-1	15	11	11	1
46	CN1CCN(S(=O)(=O)c2ccc(N(C)Cc3ccc(C(F)(F)F)cc3)c([N+](=O)[O-])c2)CC1	0.0	38	1	26	-1	25	27	18	-5
47	O=C(CC(Nc1ccc(Cl)cc1Cl)C(=O)O)c1ccccc1 (centres undefined)	-4.2	71*	1	11	-4	3	-10	-3	0
48	O=C(NC1CCCCC1)C(c1ccco1)N(Cc1cccs1)C(=O)Cn1nnc2ccccc21 (centres undefined)	1.8	5	-3	22	-3	5	-1	-4	-4
49	CCc1ccccc1NC1c2ccccc2C(=O)N1c1cc(C)ccn1 (centres undefined)	2.0	-7	-2	7	1	13	-1	5	17*
50	Cc1noc(C)c1COc1ccc(C(=O)NCC2CCCO2)cc1 (centres undefined)	-0.1	9	-6	6	0	-1	5	6	-3
51	CC(C)OP(=O)(OC(C)C)C(NC(=O)c1cccc([N+](=O)[O-])c1)C(N)=O (centres undefined)	0.7	-28	0	2	-1	7	20	7	2
52	O=C(NCc1cccnc1)C1CCC(CNS(=O)(=O)c2ccc(Cl)cc2)CC1 (centres undefined)	-0.3	-1	-1	4	-2	7	6	-18	0
53	CCc1nc(SCc2ccc(F)cc2)[nH]c(=O)c1C#N	1.2	-33	1	17	-1	7	8	-6	-1
54	CC1=C(O)C(=O)OC1c1c(Cl)cccc1Cl (centres undefined)	0.1	-4	1	-1	0	3	0	12	1
55	CSc1cccc(NC(=O)c2cc(S(=O)(=O)N3CCc4ccccc43)cn2C)c1	1.0	20	8	14	-2	24	5	10	-4
56	O=C1CN(C(=O)N[C@@H](Cc2ccccc2)C(=O)N[C@H](C(=O)O)c2ccccc2)c2ccccc2N1	0.9	20	-2	-1	-5	5	3	-4	-6
57	CC(=O)c1ccc(N(CC(=O)NC2CCS(=O)(=O)C2)S(=O)(=O)c2ccc(C)cc2)cc1 (centres undefined)	1.1	13	-3	11	1	10	3	0	0
58	CC(=O)N1CCN(c2ccc(Oc3nnnn3-c3ccccc3)cc2)CC1	-1.4	16	-4	14	-2	10	17	0	-1
59	N#C/C(=C\c1cccnc1)c1ccc(Br)cc1	1.8	-5	3	9	0	41	9	8	-5
60	Cc1cc2nc3ccc(N(C)C)cc3nc2cc1N	-3.5	5	8	46*	-8	50*	14	70*	-3
61	COc1ccccc1C(=O)OC(C)CN1CCN(C)CC1 (centres undefined)	2.3	3	0	-18	-5	-2	2	-5	0
62	CCC(C)NC(=O)c1nc2c(nnn2Cc2ccccc2Cl)c(=O)[nH]1 (centres undefined)	-0.6	0	-2	14	4	11	15	-27	-2
63	N#Cc1c(N)nc(SCC(=O)NC2CCCCC2)c(C#N)c1-c1ccc(Cl)cc1	-0.6	31	-5	8	3	1	9	6	6
64	Cc1cc(NC(=O)COC(=O)c2ccc(S(=O)(=O)N3CCCC3)cc2)no1	-0.8	5	-4	1	3	-6	18	-16	-1
65	CCC(C)(C)NC(=O)C(c1cccc(OC)c1OC)N(CCOC)C(=O)CCC(=O)Nc1cc(C)on1 (centres undefined)	-2.0	21	-1	-8	-3	-4	7	-12	1
66	CC(Oc1ccccc1F)C(=O)NC1CCS(=O)(=O)C1 (centres undefined)	0.0	7	-7	-3	1	3	12	2	-1
67	COc1cc(/C=N/n2nnnc2N)cc(Cl)c1OC	-1.0	5	1	2	0	8	6	1	-1

Screens deposited in PubChem by Sanford-Burnham Center for Chemical Genomics.
